Source: PubChem BioAssay
ROC1-CUL1 inh: blocks human RBX1-Cullin-1 di-ubiquitin formation; 140,000 compounds, 0.6% hits; AID 1347404; in vitro K48 di-Ub FRET, acceptor:donor ratio, 45 min; inhibition, % at 10 µM; P62877+Q13616; in the data active = inhibition above about 25%
Target sequence (P62877 whole entry, looked up): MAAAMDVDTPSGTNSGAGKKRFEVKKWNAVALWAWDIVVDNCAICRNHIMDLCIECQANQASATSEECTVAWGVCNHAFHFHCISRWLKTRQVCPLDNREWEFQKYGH
Target sequence (Q13616 whole entry, looked up): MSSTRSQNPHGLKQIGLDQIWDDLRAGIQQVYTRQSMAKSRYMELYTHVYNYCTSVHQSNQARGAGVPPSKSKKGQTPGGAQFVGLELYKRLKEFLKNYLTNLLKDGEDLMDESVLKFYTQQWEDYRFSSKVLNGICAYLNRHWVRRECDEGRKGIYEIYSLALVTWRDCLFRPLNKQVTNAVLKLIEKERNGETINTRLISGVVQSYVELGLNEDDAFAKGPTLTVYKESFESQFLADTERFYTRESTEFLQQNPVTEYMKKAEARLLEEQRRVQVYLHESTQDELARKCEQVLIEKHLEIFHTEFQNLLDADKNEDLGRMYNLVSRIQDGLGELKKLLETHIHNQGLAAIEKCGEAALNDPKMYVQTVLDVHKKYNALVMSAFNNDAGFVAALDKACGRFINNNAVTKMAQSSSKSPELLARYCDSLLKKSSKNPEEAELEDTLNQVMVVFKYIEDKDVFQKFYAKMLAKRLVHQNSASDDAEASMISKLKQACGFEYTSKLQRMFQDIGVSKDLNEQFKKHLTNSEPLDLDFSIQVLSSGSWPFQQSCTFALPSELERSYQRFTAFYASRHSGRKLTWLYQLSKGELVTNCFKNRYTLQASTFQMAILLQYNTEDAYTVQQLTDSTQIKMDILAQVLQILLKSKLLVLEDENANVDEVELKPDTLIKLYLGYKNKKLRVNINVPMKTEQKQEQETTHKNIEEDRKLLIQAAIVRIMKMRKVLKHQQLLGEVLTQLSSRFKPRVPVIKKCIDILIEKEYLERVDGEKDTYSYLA
* = called active by the depositor.

SMILES	ROC1-CUL1 inh
COC(=O)C(C#N)c1nc2ccccc2nc1N1CCCCC1 (configuration not stated)	9.3
CCN(C(=O)c1sc2nc3n(c(=O)c2c1C)CCCCC3)c1ccccc1F	-1.1
CCC1CCc2nc3sc(C(=O)Nc4cc(F)ccc4C)c(N)c3cc2C1 (configuration not stated)	-1.5
CCOc1cc(C2C3=C(CC(c4ccc(OC)c(OC)c4)CC3=O)N=C(C)C2C(=O)OC(C)CC)cc(Br)c1O (configuration not stated)	-5.7
CN(C(=O)c1nn2c(C(F)(F)F)c3c(nc2c1Cl)-c1ccccc1CC3)c1ccc(OC(F)(F)Cl)cc1	8.0
CC(CC(OCc1ccccc1)n1nnc2ccccc21)n1nnc2ccccc21 (configuration not stated)	3.4
COc1ccccc1NC(=O)CCN1CCC(C(N)=O)CC1	-7.6
COc1ccc(CC2(CCC(=O)N(C)Cc3ccccc3C(F)(F)F)CCC(=O)N2)c(F)c1 (configuration not stated)	9.4
COc1ccc(C(=O)C(c2ccccc2)C(OC)OC)cc1 (configuration not stated)	-4.0
CCCCn1nnnc1NC(=O)N1CCCC(C(=O)c2ccccc2)C1 (configuration not stated)	4.2
CC(=O)C(Sc1nnc(-c2ccccc2)n1-c1ccccc1)C(C)=O	5.6
O=C(c1c(F)cccc1F)N1CCN(C(c2ccccc2)c2ccccc2)CC1	-7.2
COC(=O)c1[nH]c2c3ccccc3n3nnnc3c2c1N	5.5
O=C(NC1CCN(Cc2ccccc2)CC1)c1ccco1	8.3
CC(NC(=O)c1ccc(N2CCC(NC3CCCC3)CC2)cc1)c1ccccc1 (configuration not stated)	0.4
Cn1ccnc1CN1CCC(CCC(=O)N2CCOCC2)CC1	4.1
CC(C)N1C(=O)S/C(=C/c2ccc3c(c2)n(C)c(=O)n3C)C1=O	-4.0
O=C(CN1C(=O)COc2ccc(S(=O)(=O)N3CCOCC3)cc21)N1CCN(c2cccc(C(F)(F)F)c2)CC1	7.3
COCCn1cc(C(=O)NCC2(c3ccccc3)CCCC2)c(=O)c(C(=O)N(C)C(C)C)c1	-1.6
Clc1ccc2c(Sc3ccccc3)ccnc2c1	-6.9
COc1ccc(S(=O)(=O)NNC(=O)C(O)(c2ccc(Cl)cc2)c2ccc(Cl)cc2)cc1	5.5
COc1cc(CC(=O)N2CCOc3ccc(CN4C[C@@H](C)O[C@@H](C)C4)cc3C2)cc(OC)c1OC	-1.1
O=[N+]([O-])c1ccc(COc2ccccc2C2N(Cc3ccccc3)CCN2Cc2ccccc2)cc1	-5.7
N#Cc1c(-c2ccccc2)cc(-c2ccccc2)n(C(=O)c2ccc(F)cc2)c1=O	8.1
Cc1ccn2c(Nc3ccccc3C)c(-c3ccc(N4CCOCC4)cc3)nc2c1	-1.9
Cc1c(CN2CCOc3ccc(C(O)C(c4ccccc4)c4ccccc4)cc3C2)cnn1C (configuration not stated)	2.2
COc1cccc2c1cc1c(=O)n(CC(=O)NCc3ccc(N(C)C)cc3)nc(C)n12	-10.8
NC(=O)CSc1oc(-c2cccs2)nc1S(=O)(=O)c1ccc(Br)cc1	0.0
Cc1cccc(-c2nc3ccccc3n2Cc2ccccc2)c1	2.8
CCS(=O)(=O)Nc1cc(C(=O)NCCCn2cccn2)c2c(c1)nc(-c1ccccc1)n2C	-2.9
Cc1ccc(CNC(=O)C(C)n2nc(C)c3sc4ccccc4c3c2=O)cc1 (configuration not stated)	1.9
CCOc1ccc(/C=N/NS(C)(=O)=O)cc1	8.4
CSc1nn2c(C)cc(C)nc2c1C#N	-16.1
FC(F)(F)c1cccc(N2CCN(c3ncnc4sc(-c5ccccc5)cc34)CC2)c1	-1.6
O=C(Nc1ncccn1)c1cccc(F)c1	-2.2
Cc1ccccc1N1CCN(C(=O)c2ccccc2Br)CC1	-2.4
Cc1cc2ncc(N=Nc3ccc(Cl)cc3)c(-c3ccccc3)n2n1	5.6
COc1ccc(/C=C/C(=O)C(C)(C)OC(C)=O)cc1	3.4
CCc1nn2c(-c3ccco3)ccnc2c1-c1ccccc1	-13.7
C=CCn1c(SCC(=O)Nc2c(C)cccc2C)nc2scc(-c3ccccc3)c2c1=O	-3.9

Quoted from the listing.
Value for Cc1cc2ncc(N=Nc3ccc(Cl)cc3)c(-c3ccccc3)n2n1 under ROC1-CUL1 inh: 5.6
Value for Cc1ccccc1N1CCN(C(=O)c2ccccc2Br)CC1 under ROC1-CUL1 inh: -2.4
Value for FC(F)(F)c1cccc(N2CCN(c3ncnc4sc(-c5ccccc5)cc34)CC2)c1 under ROC1-CUL1 inh: -1.6
Value for N#Cc1c(-c2ccccc2)cc(-c2ccccc2)n(C(=O)c2ccc(F)cc2)c1=O under ROC1-CUL1 inh: 8.1
Value for Cc1cccc(-c2nc3ccccc3n2Cc2ccccc2)c1 under ROC1-CUL1 inh: 2.8

Carrying on.
SMILES	ROC1-CUL1 inh
COc1ccc2c(Cl)c(C(=O)Nc3ccc(F)cc3)sc2c1	-1.4
Cc1cccc(CN2C(=O)c3ccccc3S(=O)(=O)c3ccc(C(=O)NCCC4=CCCCC4)cc32)c1	2.7
COC(=O)[C@@H](NC1CCN(c2ccc(NC(=O)c3ccc(C)cc3C)cc2)CC1)C(C)C	-1.6
CCCCC(=O)NC(c1ccccc1)c1cc(Cl)c2cccnc2c1O (configuration not stated)	4.1
Cc1sc2ncnc(N3CCN(c4ccccc4)CC3)c2c1-c1ccc(F)cc1	-4.4
O=C(CN(Cc1ccc(Cl)cc1Cl)S(=O)(=O)c1ccc(Cl)cc1)Nc1ccccc1Br	-7.0
CN(CC1CCCCO1)C(=O)c1cc(COc2ccc3c(c2)OCO3)[nH]n1 (configuration not stated)	2.4
COc1ccc(NC(=O)CSCC(=O)Nc2ccccc2F)cc1	-1.4
O=C(Nc1ccc(Oc2ccccc2)nc1)C1CCN(C(=O)c2ccncc2)CC1	12.3
Cc1oc2ccc(O)c(CN3CCN(C)CC3)c2c1C(=O)Nc1cccc(C(F)(F)F)c1	6.6
COc1ccc(-c2nc(CSCC(=O)NCCC(C)C)c(C)o2)cc1OC	-6.0
CCCCNC(=O)CSc1c2c(nc3ccc(Cl)cc13)CCCC2	6.9
COc1ccc(Nc2nc(Nc3ccc(OC)cc3)nc(Sc3nncn3C)n2)cc1	1.9
Nc1c(C(=O)Nc2ccc(Cl)cc2)sc2nc(-c3ccc4c(c3)OCO4)ccc12	7.3
CN(C)C(=O)CS(=O)(=O)c1ccc2ccccc2c1	0.4
COc1c(Br)cc(Br)cc1C(=O)O	0.5
CCOC(=O)c1c(C)oc2ccc(N(C(=O)c3ccncc3)S(=O)(=O)c3ccc(CC)cc3)cc12	3.7
Cc1ccc(NC(=O)Cn2cnc3c(oc4ccccc43)c2=O)cc1Cl	-6.7
Cc1ccc(NC(=O)C(Cc2cccc3ccccc23)=NC(=O)c2ccccc2)cc1	2.0
COC(=O)[C@@H]1C(c2c(OC)cc(OC)cc2OC)=NO[C@H]1C(=O)OC	7.9

Quoted at random: 6 compounds from above, in no set order.
SMILES	ROC1-CUL1 inh
CN(CC1CCCCO1)C(=O)c1cc(COc2ccc3c(c2)OCO3)[nH]n1 (configuration not stated)	2.4
COc1ccc(NC(=O)CSCC(=O)Nc2ccccc2F)cc1	-1.4
CCCCNC(=O)CSc1c2c(nc3ccc(Cl)cc13)CCCC2	6.9
O=C(Nc1ccc(Oc2ccccc2)nc1)C1CCN(C(=O)c2ccncc2)CC1	12.3
CCOC(=O)c1c(C)oc2ccc(N(C(=O)c3ccncc3)S(=O)(=O)c3ccc(CC)cc3)cc12	3.7
COC(=O)[C@@H](NC1CCN(c2ccc(NC(=O)c3ccc(C)cc3C)cc2)CC1)C(C)C	-1.6

Another view of part of the listing above:
Cc1ccc(NC(=O)C(Cc2cccc3ccccc23)=NC(=O)c2ccccc2)cc1
  ROC1-CUL1 inh: 2.0

CN(C)C(=O)CS(=O)(=O)c1ccc2ccccc2c1
  ROC1-CUL1 inh: 0.4

More records.
SMILES	ROC1-CUL1 inh
CSc1ncc(C(=O)NCc2ccccc2Cl)c(C(F)(F)F)n1	0.5
Cc1ccc2c(CC(=O)NCc3ccccc3)coc2c1C	-5.9
Cc1ccc(N2NC(=O)/C(=C\c3ccc(N(C)C)c(Br)c3)C2=O)cc1Cl	2.0
CC(=O)NCC1CCN(C(=O)CN2C(=O)OC(C)(C)C2=O)CC1	11.7
CCOC(=O)c1c(NC(=O)Cc2coc3cc(C)ccc23)sc2c1CCCC2	-1.9
Cc1cc(Cl)c(S(=O)(=O)N2CCN(c3cccc(C)c3C)CC2)cc1OCC(N)=O	-0.7
CCOc1ccc(C(=O)NC2CC(=O)N(c3ccc(C)cc3)C2)cc1OCC (configuration not stated)	-3.6
CC(=O)Nc1ccc(NCc2ccc(-c3ccccc3)cc2)cc1	3.2
Cc1cccc(OCC(=O)Nc2ccc(N3CCN(C(=O)C(C)C)CC3)c(Cl)c2)c1C	8.7
COc1cccc2c1Oc1ncccc1N(C(=O)CCC(=O)NCc1ccc(N(C)C)cc1)C2	3.9
CC(C)(C)c1ccc(S(=O)(=O)NCc2ccc(C(=O)O)cc2)cc1	5.7
CCCNC(=O)CCC(=O)N1Cc2ccccc2Oc2ncccc21	-4.4
COc1ccc(/C=C/C(=O)O)cc1S(=O)(=O)Nc1cccnc1	12.6
COc1ccc(C(=O)NCCn2cc(SCc3c(F)cccc3Cl)c3ccccc32)cc1	-3.0
C=CCOc1c(Br)cc(CNCCCN2CCOCC2)cc1OC	6.1
CCOC(=O)C1=C(C)N(c2ccc(OCC)cc2)C(=O)/C1=C\c1ccc(C(=O)OC)cc1	-8.2
COc1cc2ccccc2cc1CNc1ccccc1	7.8
Cc1ccccc1OC(=O)c1snnc1C	6.8
COC(=O)c1cc(NC(=O)Cn2ncc3c2-c2ccccc2OC3)cc(C(=O)OC)c1	2.2
C=CCN1C(=O)/C(=C2/SC(C)=C(C)N2CC)SC1=Nc1cccc(C)c1	-9.1
COc1ccc(CCN=CC2C(=O)N(c3c(Cl)cccc3Cl)c3ccccc32)cc1OC (configuration not stated)	3.8
CC1C=C2C(C#N)C(=N)C(C#N)(C#N)C(c3ccccc3)C2(C)CN1C (configuration not stated)	4.8
COc1ccc(CCNC(=O)c2ccc(Cn3c(=O)c4ccccc4n(Cc4ccc(C)cc4)c3=O)cc2)cc1OC	-1.6
CSc1ccccc1C(=O)N1CCC(Cn2cc(C(C)O)nn2)CC1 (configuration not stated)	5.0
CN(c1ccc(C(=O)NCc2ccccn2)cc1)S(C)(=O)=O	8.2
CSc1ccc(C2N(c3ccc(C)cc3)CCN2c2ccc(C)cc2)cc1	-15.8
Cn1ncc(Cl)c1C(=O)NCc1cc(C(C)(C)C)n[nH]1	-5.4
CCOC(=O)c1coc(-c2ccc3c(c2)OCO3)c(-c2nccn2C)c1=O	-5.8
CCOc1ccccc1-n1c(C)cc(C)nc1=O	16.5
CC1=C(C(=O)NCc2nc(-c3ccccc3NC(=O)c3ccccc3)oc2C)OCCO1	6.1
CCc1cccc(CC)c1N=Cc1cccc(C=Nc2c(CC)cccc2CC)c1	0.7
CCOC(=O)c1c(C)nc2nc(-c3ccncc3)nn2c1C	8.6
O=C(c1ccccc1)n1nc(-c2ccco2)nc1NCc1ccccc1Cl	-4.4
COc1cccc(C(=O)c2cn(CC(=O)Nc3cccc(Cl)c3C)c3nc(C)ccc3c2=O)c1	5.9
CCc1ccc(-c2cn3c(C(=O)N(C)Cc4nccn4C)csc3n2)cc1	9.2
Cn1c2ccccc2c2nnc(SCC(=O)N3CCCCC3)nc21	-7.4
COc1ccc2c(C)c(CC(=O)NCc3ccc(C)cc3)c(=O)oc2c1OC	4.3
Cc1c(-c2ccccc2)n(N(C)c2ccccc2)c2nc3ccccc3nc12	-2.4
CCC1CCc2nc3sc(C(=O)NCc4ccccc4)c(N)c3cc2C1 (configuration not stated)	-9.8
Cc1ccc(S(=O)(=O)N(CC(=O)Nc2cccnc2)c2cc(Cl)ccc2C)cc1	1.1
COC(=O)c1c(C)[nH]c(C(C)=O)c1-c1ccccc1	6.0
CCCCSC(CO)CS(=O)Cc1ccccc1 (configuration not stated)	-5.0
O=c1c(-c2ccc(Cl)cc2)c(C(F)(F)F)oc2cc(O)ccc12	-2.1
COc1ccc(NC(=O)C2CCCN(S(=O)(=O)c3ccc4[nH]c(=O)ccc4c3)C2)cc1OC (configuration not stated)	-2.7
CCCNC(=O)C1CCC(Cn2c(=O)c3sccc3n(CC(=O)N3CCC(C)CC3)c2=O)CC1 (configuration not stated)	5.0
Cc1[nH]cnc1CSCc1ccccc1	15.4
COc1cc(OC)nc(Oc2ccccc2C(=O)ON=C(c2ccccc2)c2ccccc2)n1	4.6
N#C/C(=C\c1cccs1)c1nc(-c2ccc(F)cc2)cs1	-2.4
CCCCOc1ccc(C(=O)Nc2cccc(-c3nc4ccccc4o3)c2C)cc1	-11.4
COc1cccc(C(=O)COC(=O)c2ccccc2N2C(=O)C3C4C=CC(C4)C3C2=O)c1 (configuration not stated)	-2.6
CC1=Nc2nc(-c3ccccc3Cl)nn2C(c2cccs2)C1C(=O)Nc1cccnc1 (configuration not stated)	3.0
Cc1ccc(NC(=O)CCC(=O)N2CCSc3ccccc32)cc1Cl	-10.6
Cc1ccc(NC(=O)C2C3NC(=S)NC2(C)Oc2ccccc23)c(C)c1 (configuration not stated)	6.5
CCc1nc2nc(-c3ccc(C)cc3)cc(=O)n2[nH]1	-3.5
C=CCOc1ccc(/C=C2\C(=O)NC(=O)N(Cc3ccc(OCCC)c(OC)c3)C2=O)cc1Cl	5.0
COc1ccc(NC(=O)c2cn(-c3ccccc3)nc2-c2ccc(C)cc2)cc1	0.9
CCOC(=O)c1c(C)c(-c2ccccc2)n(CC(=O)NCCc2cccc(C)c2)c1C	7.6
CCN1N=C(C(C)(C)C)Cn2c1nc1c2c(=O)n(CC)c(=O)n1C	7.3
Cc1c(Cl)cccc1NC(=O)Cn1c(=O)n(Cc2ccco2)c(=O)c2oc3ccccc3c21	-12.3
CC(C)c1ccc(C2CC(=O)N3CN(C4CCCCC4)CSC3=C2C#N)cc1 (configuration not stated)	2.5
Later entries
SMILES	ROC1-CUL1 inh
CCc1ccc(C2(c3ccc(CC)cc3)SC3(SC(C(C)=O)=NN3c3ccc(Br)cc3)c3ccccc32)cc1 (configuration not stated)	-2.8
COc1ccc(Cn2c(C)cn3c4c(=O)[nH]c(=O)n(C)c4nc23)cc1	-2.4
CN1CCN(C2=Cc3ccccc3Sc3c2ccc(Cl)c3Cl)CC1	-8.4
Cc1cc2oc(C(=O)NCCc3ccc(S(N)(=O)=O)cc3)c(C)c2cc1C	1.1
COCCNCc1ccc(-c2ccc(F)c(Cl)c2)o1	-2.0

Only part of the results is shown; count on the stated rates, not on these rows.
